MITF inh: inhibitors of human MITF; AID 1259374; actives 0.91% (n = 650,000); AlphaScreen MITF homodimerization, bead proximity signal; inhibition, % at 2.6 µM; in the data active = inhibition above about 50%;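 note: 0% = vehicle wells with protein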
Target sequence (O75030 whole entry, looked up): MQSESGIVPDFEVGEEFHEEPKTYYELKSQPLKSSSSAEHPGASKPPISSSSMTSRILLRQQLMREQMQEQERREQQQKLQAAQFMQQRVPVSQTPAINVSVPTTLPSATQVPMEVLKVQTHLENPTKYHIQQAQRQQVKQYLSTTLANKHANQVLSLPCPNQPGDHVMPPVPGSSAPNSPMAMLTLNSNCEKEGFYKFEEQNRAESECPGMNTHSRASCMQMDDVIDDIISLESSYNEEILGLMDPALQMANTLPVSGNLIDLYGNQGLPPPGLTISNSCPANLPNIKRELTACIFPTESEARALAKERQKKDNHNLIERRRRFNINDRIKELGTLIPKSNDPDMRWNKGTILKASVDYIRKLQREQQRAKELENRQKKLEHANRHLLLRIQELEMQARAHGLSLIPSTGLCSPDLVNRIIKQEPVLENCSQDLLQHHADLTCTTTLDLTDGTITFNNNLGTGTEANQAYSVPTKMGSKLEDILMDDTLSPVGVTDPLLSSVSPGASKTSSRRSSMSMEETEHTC
FBW7 act: activators of human E3 ligase FBW7; AlphaScreen FBW7–phospho-cyclin E peptide binding, activator screen; normalized activity (activation), % at 26.1 µM; actives 0.13% (n = 650,000); AID 1259310; in the data active = normalized activity above about 1.9%;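 note: purified mutant Fbw7 with reduced substrate affinity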
GPR151 ag: human GPR151 activation; Q8TDV0; PathHunter beta-arrestin GPR151 cells, luminescence; activation, % at 11.2 µM; actives 1% (n = 650,000); AID 1508602; in the data active = activation above about 4.9%;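 note: 0% = median of compound wells and 100% = cells with positive control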
Target sequence (Q8TDV0 whole entry, looked up): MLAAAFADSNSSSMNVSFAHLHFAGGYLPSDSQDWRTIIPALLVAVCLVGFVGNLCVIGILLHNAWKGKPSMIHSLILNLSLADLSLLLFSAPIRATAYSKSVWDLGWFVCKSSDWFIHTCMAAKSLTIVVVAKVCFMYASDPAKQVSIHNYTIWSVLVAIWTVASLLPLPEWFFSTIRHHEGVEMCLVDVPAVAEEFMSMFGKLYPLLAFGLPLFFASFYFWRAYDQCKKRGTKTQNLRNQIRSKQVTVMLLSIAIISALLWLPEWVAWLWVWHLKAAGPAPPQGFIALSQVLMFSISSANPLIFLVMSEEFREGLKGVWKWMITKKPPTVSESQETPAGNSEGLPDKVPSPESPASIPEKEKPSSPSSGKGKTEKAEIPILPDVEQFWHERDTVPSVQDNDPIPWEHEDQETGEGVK
TEAD-YAP block: TEAD-YAP interaction inhibition; HEK-TIYL cells, TEAD-Gal4/YAP UAS-luciferase luminescence; inhibition, % at 9.12 µM; actives 1.4% (n = 640,000); in the data active = inhibition above about 32%;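 note: 0% = median of test compound wells and 100% = reference inhibitor wells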
* = called active by the depositor; & = joins results of further samples.

SMILES	MITF inh	FBW7 act	GPR151 ag	TEAD-YAP block
CCC(C)NC(=O)c1oc(=O)c2ccccc2c1-c1ccc(C)cc1 (configuration not stated)	12.8	-0.1	0.0	-2.1
COCC(C)NC(=O)Cn1nc(C)c(NC(=O)c2cc(-c3ccccc3F)no2)c1C (configuration not stated)	6.9	0.6	-0.5	0.1
Cc1ccc(SCC(=O)Nc2nnc(CCS(=O)(=O)c3ccc(Br)cc3)s2)cc1	-7.9	0.0	-1.6	-3.5
COc1cc(/C=C2\NC(=S)NC2=O)cc(Br)c1OC	4.8	1.0	1.0	-8.9
O=c1/c(=C/c2ccccc2Cl)sc2nnc(-c3ccccc3)n12	-4.3	0.0	0.0	-2.7
COc1cccc(CN2CCC3(CC2)CC3C(=O)NCc2cccc(C(F)(F)F)c2)c1O (configuration not stated)	-4.2	-0.1	5.0*	-2.8
CCc1ccccc1-n1c(=O)oc2ccc(Cl)cc2c1=O	-0.5	-0.1	0.3	53.0*
COc1cc2c(cc1NC(=O)CC1SC(N3CCCC3)=NC1=O)oc1ccccc12 (configuration not stated)	3.2	-0.1	0.3	4.6
Cc1ccc(-n2nc(C)c3c(C)cc(=O)oc32)cc1C	2.2	0.1	0.0	4.8
CC(CCn1cccn1)NC(=O)CCc1nnc(C2CCCCC2)o1 (configuration not stated)	-13.3	0.1	0.2	-0.7
O=C(CN(c1cccc(C(F)(F)F)c1)S(=O)(=O)c1ccccc1)NCCSc1ccc(Cl)cc1	10.7	0.2	-0.5	11.2
CCOC(=O)c1ccc(NS(=O)(=O)c2c(C)n(C)c(=O)n(C)c2=O)cc1	3.0	1.2	0.6	10.6
CC(C)(C)CN1CCN(Cc2cc(=O)c3ccccc3[nH]2)CC1CCO (configuration not stated)	14.1	0.0	0.5	-13.0
O=C(NCc1nc(-c2cccnc2)n[nH]1)c1ccccc1Cl	-4.6	0.0	0.4	5.2
CCc1ccc(N2CC(O)=C(c3nc4ccccc4n3C)C2=N)cc1	-8.0	-0.1	0.9	-10.4

Next section (3 carried over from the part before).
SMILES	MITF inh	FBW7 act	GPR151 ag	TEAD-YAP block
CC(C)(C)CN1CCN(Cc2cc(=O)c3ccccc3[nH]2)CC1CCO (configuration not stated)	14.1	0.0	0.5	-13.0
O=C(NCc1nc(-c2cccnc2)n[nH]1)c1ccccc1Cl	-4.6	0.0	0.4	5.2
CCc1ccc(N2CC(O)=C(c3nc4ccccc4n3C)C2=N)cc1	-8.0	-0.1	0.9	-10.4
CCCOc1ccc(/C=c2\sc3ncnn3c2=O)cc1	-8.3	0.0	-0.5	4.5
CCCn1c2ccccc2c2nnc(SCC(=O)Nc3cc(C)ccn3)nc21	21.8	0.5	-0.9	2.3
COCCN1C=C(C(=O)OC)C(c2ccsc2)C(C(=O)OC)=C1	-0.8	0.0	3.1	-10.2
CN(C(=O)CSc1ccc(Cl)cc1)C1CCS(=O)(=O)C1 (configuration not stated)	-4.2	0.0	-0.8	-6.3
NNC(=O)CCC(=O)Nc1ccccc1	-2.8	0.0	2.0	1.7
Cc1ccc(N2CCN(S(=O)(=O)c3c(C)nc4sccn4c3=O)CC2C)cc1 (configuration not stated)	-0.5	-0.2	-2.0	-3.0
CCCCOc1ccccc1C1C(C(=O)OC)=C(C)N(C)C(C)=C1C(=O)OC	2.0	0.0	2.7	-1.9
Cc1cc(C)cc(OCCOCCn2c(-c3ccc(Cl)cc3)nc3ccccc3c2=O)c1	-2.1	-0.1	0.9	-0.7
Cc1ccc(C2CC(c3cccs3)=NN2C(=O)CSc2nnc(CNC(=O)c3ccco3)n2-c2cccc(C)c2C)cc1 (configuration not stated)	3.0	-0.2	-1.6	6.2
Cc1nc(Cl)c(C(=O)N(C)c2ccccc2)c(C)c1Cl	0.1	-0.1	-0.5	12.9
CC(C)N(CCNc1nc(Nc2ccc(N3CCOCC3)cc2)nc2c1ncn2-c1ccccc1)C(C)C	10.0	-0.2	-1.2	13.1
CCCCCCNC(=O)c1cc(S(=O)(=O)N2CC(C)CC(C)C2)ccc1F (configuration not stated)	5.5	0.0	0.0	9.9
Cc1noc(C)c1CC1(C)C(=O)Nc2cccc(Cl)c21 (configuration not stated)	14.7	0.5	-0.1	-6.1
O=C(ONC1=NCCCCC1)c1c(F)cccc1F	2.6	-0.1	1.3	8.1
O=C(NCc1nc2ccccc2[nH]1)c1cccc(N2CCOCC2)c1	22.4	0.3	1.5	-8.3
COc1cc(OC)c(NC(=O)CSc2ccccc2)cc1Cl	13.5	0.1	1.8	3.7
CC(=O)Nc1ccc(S(=O)(=O)NC2CCCC2)cc1	-9.3	0.0	0.4	-4.1
Cc1cccc(CCNc2nc3c(c(=O)n(C)c(=O)n3C)n2C)c1	-0.9	0.3	0.2	9.7
O=C(Cc1ccccc1)Nc1nc(-c2cccnc2)cs1	-16.0	0.0	2.0	-9.8
CC(C)C(=O)N1CCN(c2ccccc2NC(=O)COc2ccccc2)CC1	10.8	0.4	0.8	4.7
COc1ccc2c(c1)C(C)(C)C1(C=Cc3c(ccc4ccccc34)O1)N2C (configuration not stated)	-2.4	-0.1	2.0	18.2
CC1CCCC(C)N1S(=O)(=O)c1ccc(S(=O)(=O)NCC2CCCO2)cc1 (configuration not stated)	-7.8	0.1	0.9	-0.8
C=CCSc1nnc2c(n1)OC(c1ccc(F)cc1)N(C(C)=O)c1ccccc1-2 (configuration not stated)	5.1	0.2	2.0	10.5
CC1=C(C(=O)Nc2ccc(Cl)cc2)C(c2ccccc2)C(C#N)=C(SCC(=O)Nc2cccc(C)c2)N1 (configuration not stated)	13.2	-0.1	0.4	3.3
Nc1nccc(-c2ccc3nc(C4COc5cccc(OCCCOCc6ccccc6)c5C4)[nH]c3c2)n1 (configuration not stated)	12.3	0.1	0.6	10.3
CCOc1ccc(CCNC(=O)CCn2cccc2)cc1OCC	-9.0	-0.1	-0.1	-6.7
COCCCNCCOCCOc1c(Cl)cc(C)cc1Br	43.3	-0.1	-1.2	-2.2
CC(C(=O)N1CCN(C)CC1)c1ccc([N+](=O)[O-])cc1 (configuration not stated)	-4.7	-0.3	-0.5	-2.3
COc1ccccc1C1(NC(=O)CCn2cccn2)CCCC1	14.9	0.1	1.9	4.6
Cc1cccc(C(=O)NC(=S)Nc2ccccn2)c1	5.8	0.1	-2.5	18.2
CC(=O)c1ccc(NC(=O)Nc2cnn(C)c2C(N)=O)cc1	1.1	-0.1	2.5	3.4
O=C(CSc1nc2ccccc2n1S(=O)(=O)c1ccc(Br)cc1)NC1CCCCC1	-6.7	-0.1	-0.3	1.9
Cc1ccc(S(=O)(=O)Nc2ccc(NC(=O)c3ccc(C)o3)cc2)cc1	-0.8	-0.1	2.7	-8.7
CCC1CCCCN1C(=O)CSc1ncccc1C(=O)O (configuration not stated)	12.8	0.1	0.9	-8.5
O=C(c1ccc(N2CCC(NCc3cccs3)CC2)cc1)N1CCc2ccccc2C1	6.9	-0.2	-0.6	-15.8
CCOC(=O)C1CCCCN1Cc1cccc(Br)c1 (configuration not stated)	13.0	0.4	0.5	12.1
Cc1ccc(-n2c(C34CC5CC(CC(C5)C3)C4)cn3c4c(=O)n(C)c(=O)n(C)c4nc23)cc1	6.6	0.3	0.7	9.5
CCOC(=O)c1ccc(NS(=O)(=O)c2ccc(OC)cc2[N+](=O)[O-])cc1	11.3	0.2	-1.1	1.6
COC(=O)c1ccc(N/C=C/C(=O)c2ccc(OC)c(OC)c2)cc1	-0.7	-0.2	-1.5	1.9
COCC1CCCN(c2nc(CN3CCN(C(C)=O)CC3)nc3ccccc23)C1 (configuration not stated)	0.0	-0.1	0.7	-2.3
O=C(Nn1cnc2ccccc2c1=O)C1CCCCC1	6.2	0.1	-0.1	-1.0
Cc1ccc2nc(-c3ccccc3Br)cn2c1	-7.6	0.1	-6.2	72.6*
COc1ccc(C2(NC(=O)CCn3cncn3)CCCCC2)cc1	7.4	0.7	-0.2	5.5
O=C(COc1cc(Cl)c(Cl)cc1Cl)Nn1cnnc1	3.1	-0.1	0.1	5.4
COc1ccccc1NC(=O)CSc1nc2ccccc2c(=O)[nH]1	-17.5	-0.4	2.2	11.7
Cc1ccc(NC(=O)COc2ccc3ccccc3c2)nc1	-6.5	0.0	-0.2	-23.9
CC1=NN(C(=O)c2ccc([N+](=O)[O-])cc2)C(O)(c2ccc(Cl)cc2)C1 (configuration not stated)	9.8	0.1	-1.0	-4.3
O=C(CCCCCn1c(=S)[nH]c2cc3c(cc2c1=O)OCO3)NC1CC1	-19.6	0.1	2.6	-1.7
Cc1nnc(NC(=O)CSc2n[nH]c(CC(C)C)n2)s1	1.2	0.1	1.0	-9.0
Cc1ccc(C2CC(c3cccs3)=NN2C(=O)CSc2nnc(CNC(=O)Cc3ccccc3)n2Cc2ccccc2)cc1 (configuration not stated)	-8.5	-0.1	0.2	-1.1
CN1CCN(S(=O)(=O)c2ccc(=O)[nH]c2)CC1	-1.0	-0.1	-1.5	6.7
O=[N+]([O-])c1cccnc1NCc1ccco1	4.8	-0.4	0.0	-10.1
CCCc1cnc2c(c1SCc1ccccc1)c(=O)n(C)c(=O)n2C	-10.3	-0.1	-1.9	3.0
O=C(Nc1ccc(Br)cc1)c1sc2ccccc2c1Cl	3.0	0.1	-0.3	-25.6
CN(C)C(CNC(=O)Nc1ccccc1)c1cccn1C (configuration not stated)	-9.6	-0.3	2.6	-1.1
COc1ccc(CC(=O)Nc2nnc(SCC(=O)Nc3ccc(C)cc3)s2)cc1	7.2	0.1	-0.2	0.9
Cc1c(C)c2c(c(C)c1O)CCC(C)(COc1ccc(CC3SC(=O)NC3=O)cc1)O2 (configuration not stated)	5.7&10.6&27.2	-0.1&-0.1	4.2&-0.5&1.3	-3.1
CC(NC(=O)c1ccc2c(c1)NC(=O)C(CS(=O)(=O)Cc1ccc(F)cc1)N2)c1ccccc1 (configuration not stated)	-3.8	0.5	-0.8	4.4
O=C(/C=C\c1ccc2c(c1)OCO2)NCc1cc(-c2ccc(F)cc2)on1	-1.6	0.2	1.2	-6.5
CCC(/C=N/N1C(=O)c2ccccc2C1=O)CC	9.2	0.2	-0.4	8.0

An excerpt from above with just FBW7 act.
SMILES,FBW7 act
CN(C)C(CNC(=O)Nc1ccccc1)c1cccn1C (configuration not stated),-0.3
CC1=NN(C(=O)c2ccc([N+](=O)[O-])cc2)C(O)(c2ccc(Cl)cc2)C1 (configuration not stated),0.1
CN1CCN(S(=O)(=O)c2ccc(=O)[nH]c2)CC1,-0.1
O=C(CCCCCn1c(=S)[nH]c2cc3c(cc2c1=O)OCO3)NC1CC1,0.1
Cc1c(C)c2c(c(C)c1O)CCC(C)(COc1ccc(CC3SC(=O)NC3=O)cc1)O2 (configuration not stated),-0.1&-0.1
O=[N+]([O-])c1cccnc1NCc1ccco1,-0.4
CCC(/C=N/N1C(=O)c2ccccc2C1=O)CC,0.2

The listing continues:
SMILES	MITF inh	FBW7 act	GPR151 ag	TEAD-YAP block
C/C(Cl)=C/COC(=O)c1ccc(N2C(=O)C3C4C=CC(C4)C3C2=O)cc1 (configuration not stated)	4.2	0.3	-0.9	12.2
O=C(CCCn1c(SCc2ccccc2Cl)nc2ccccc2c1=O)NCc1ccccc1	-1.4	0.0	-1.2	-1.3
CCN(CC)C(=O)CSc1nnc(-c2ccncc2)n1-c1ccccc1OC	1.5	0.0	-0.3	-3.2
NCCNCCOCCOc1ccc(Br)cc1Cl	22.6	-0.1	0.3	3.5
Cn1c(SCc2nc(-c3ccc(Cl)cc3)no2)nnc1-c1ccncc1	-8.3	-0.7	-0.2	-2.5
O=C1OC(c2cccc(Cl)c2)=N/C1=C\c1ccc(Cl)cc1	5.0	0.1	-0.8	12.9
O=C(O)c1ccc(Cl)nc1N/N=C/c1ccccc1O	2.6	0.0	1.5	0.6
Cc1ccccc1OCCn1nnc2ccccc21	-0.2	0.0	-1.2	-38.6
CC1=C(C(=O)Nc2ccc(C)cc2)C(c2cccc3ccccc23)NC(=O)N1 (configuration not stated)	-6.0	0.0	3.4	3.0
COc1ccc(-c2noc(CSc3nnc(-c4c[nH]c5ccccc45)n3C)n2)cc1OC	10.4	-0.1	0.1	4.2
O=C(Nc1ccc2oc(=O)ccc2c1)c1ccccc1F	6.3	0.0	-1.1	-14.8
COc1ccc(OC)c2c1sc(=NC(=O)c1ccc([N+](=O)[O-])cc1)n2C	-7.7	-0.3	2.1	-4.8
Cc1cc(C)n2nc(C)c(-c3ccccc3)c2n1	8.0	0.1	0.8	0.9
CC1CCN(CCCNC(=O)c2ccc3c(=O)n(CCc4ccccc4)c(=O)[nH]c3c2)CC1	-13.1	0.0	-0.5	-0.2
CC(=O)Nc1sc2c(c1C(=O)OC(C(=O)NC(N)=O)C(C)C)CCCC2 (configuration not stated)	5.1	0.1	1.8	-0.8
CCC(C(=O)Nc1cc(Cl)ccc1OC)n1c2ccccc2c2nc(=O)cc(C)n21 (configuration not stated)	-3.9	0.0	-1.1	-5.0
COc1cccc(OCC(=O)NCC(=O)O)c1	-0.6	-0.1	0.2	-1.8
O=C1C(=O)N(c2ccc(Cl)cc2)C(c2ccccc2)=C1C(c1ccccc1)c1ccccc1	27.0	0.4	-1.4	3.8
COc1cccc(CN2C[C@@H]3C[C@@H](c4cccc(Cl)c4)N4CCC[C@@]34C2=O)c1	19.0	0.4	0.4	9.9
COC(=O)c1ccc(C)c(NS(=O)(=O)c2ccc([N+](=O)[O-])cc2)c1	2.5	-0.1	-0.7	0.7
CC(C)CCn1nnnc1C(c1ccccc1)N1CCN(C)CC1 (configuration not stated)	-7.5	0.2	-1.1	-2.4
O=C1CSC(c2cccc([N+](=O)[O-])c2)N1c1c(F)cccc1F (configuration not stated)	-4.3	-0.3	-0.6	26.9
CCN(CC)c1ccc2cc(-c3nnc(-c4ccccc4Br)o3)c(=O)oc2c1	8.5	0.0	-1.2	6.2
COc1ccc(NC(=O)Cc2ccc(C)cc2)c([N+](=O)[O-])c1	8.6	-0.4	1.6	6.7

Compounds as they come; 3.4% or so of the library scored in one or more.
